LEDGF integ inh: blocks HIV-1 LEDGF/p75-dependent DNA integration; TR-FRET IN-LEDGF/p75 DNA integration, Eu/Cy5; inhibition, % at 3.7 µM; hit rate 0.64% among 370,000; AID 743269;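 active = inhibition above the screen-wide mean plus 3 SD, cut at about 13% in these data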;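 note: signal is the Cy5 over europium emission ratio at 671 and 618 nm; 0% = plate median of compound wells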
ABHD4 inh: inhibits mouse alpha/beta hydrolase domain 4; Q8VD66; purified mABHD4, FP-Rh probe fluorescence polarization; inhibition, % at 8.92 µM; hit rate 0.54% among 370,000; AID 720543;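 active = inhibition exceeding the mean over every tested compound plus 3 SD, cut at about 30% in these data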;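 note: 0% = plate median of compound wells and 100% = S159A mutant with DMSO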
Target sequence (Q8VD66 whole entry, looked up, the tested form may be a part): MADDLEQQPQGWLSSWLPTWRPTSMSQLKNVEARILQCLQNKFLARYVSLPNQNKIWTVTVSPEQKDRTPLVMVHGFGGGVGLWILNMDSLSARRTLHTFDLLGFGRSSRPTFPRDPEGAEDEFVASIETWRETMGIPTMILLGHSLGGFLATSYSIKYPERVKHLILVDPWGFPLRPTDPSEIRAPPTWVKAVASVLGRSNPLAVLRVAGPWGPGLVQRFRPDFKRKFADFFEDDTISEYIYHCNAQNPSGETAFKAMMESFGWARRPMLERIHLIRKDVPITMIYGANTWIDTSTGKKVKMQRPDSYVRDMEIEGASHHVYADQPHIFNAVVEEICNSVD
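Assay system: Wild-type mouse ABHD4 protein | Medium: HEPES pH 7.0 buffer, 150 mM NaCl, 0.01% Pluronic F-127 | Incubation: Enzyme–compound pre-incubation 45 min, then probe 60 min, both 25 °C | Technique: Fluorescence polarization with parallel and perpendicular emission, 525/598 nm | Evaluation: % inhibition of FP-Rh probe binding versus controls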
TCR-CD3 inh: inhibitors of human TCR-CD3 interaction. TAMRA-labeled TCR probe fluorescence, biochemical. inhibition, % at 9.4 µM. hit rate 0.37% among 360,000; in the data active = inhibition above about 19%;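 note: recombinant mutant TCR 2C K166C tagged with TAMRA read by polarization; 0% = receptor in buffer alone and 100% = receptor with positive control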
UHRF1 MBD2 ctr: human UHRF1 methylated DNA binding inhibitors | Q96T88 | UHRF1 binding to methylated oligo, TR-FRET | inhibition, % at 4.4 µM | hit rate 0.75% among 370,000; in the data active = inhibition above about 21%;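 note: UHRF1 SRA domain binding a hemimethylated CpG hairpin DNA probe; 0% = median of test compound wells and 100% = reference inhibitor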
DDE Tn7 FP inh: DD(E)-Tn7 binding inhibition, primary FP screen; P02675; FP displacement of FITC-Tn7 peptide from fibrin DD(E); 0% = median of compound wells per plate; inhibition, % at 8.3 µM; hit rate 0.13% among 370,000;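 active = inhibition above the mean of compounds falling within the control limits plus 3 SD of them, cut at about 14% in these data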;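 note: 0% = plate median of compound wells and 100% = 10 µM Aha-Tn7 peptide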
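Also added: labelled Tn7 tracer, 0.1 µM; Assay system: human fibrin DD(E) protein; Amount: 2 µM fibrin DD(E); Schedule: 10 min compound pre-incubation, 3 h probe incubation at room temperature; Repeats: one replicate per compound; Read-out basis: percent inhibition; Measured by: fluorescence polarization of the labelled Tn7 tracer.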
PRMT1 inh: blocks human protein arginine methyltransferase 1. Q99873. recombinant PRMT1, activity-based probe fluorescence polarization. inhibition, % at 2.79 µM. hit rate 1.3% among 370,000;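 active = inhibition above about 21% made by adding two undisclosed values, limit read from the data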
Target sequence (Q99873 whole entry, looked up): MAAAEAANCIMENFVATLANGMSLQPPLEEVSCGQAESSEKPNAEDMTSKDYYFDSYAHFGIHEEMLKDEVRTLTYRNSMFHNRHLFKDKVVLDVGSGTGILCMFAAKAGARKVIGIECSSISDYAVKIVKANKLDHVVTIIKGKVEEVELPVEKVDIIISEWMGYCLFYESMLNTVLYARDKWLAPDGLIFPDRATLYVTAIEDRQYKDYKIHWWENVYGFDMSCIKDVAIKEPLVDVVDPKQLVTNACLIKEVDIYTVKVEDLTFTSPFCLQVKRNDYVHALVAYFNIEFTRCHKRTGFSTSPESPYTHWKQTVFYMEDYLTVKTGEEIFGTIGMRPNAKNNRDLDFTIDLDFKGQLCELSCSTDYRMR
HTRA1 inh: HTRA1 (human) protease inhibition; Q92743; recombinant HTRA1, FP-rhodamine activity-based probe, fluorescence polarization; inhibition, % at 5.96 µM; hit rate 0.5% among 340,000; AID 504803; in the data active = inhibition above about 36%;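 note: 0% = enzyme with DMSO and 100% = wells lacking enzyme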
TDP2 inh: TDP2 (human) inhibition, absorbance primary screen | AID 720702 | inhibition, % at 12.8 µM | recombinant TDP2, T5PNP hydrolysis, p-nitrophenol absorbance 415 nm | hit rate 0.34% among 370,000 | O95551;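 active = inhibition above the mean of all tested compounds plus 3 SD, set per campaign, cut at about 25% in these data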;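 note: 0% = DMSO with enzyme and 100% = buffer with substrate but no TDP2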
Target sequence (O95551 whole entry, looked up): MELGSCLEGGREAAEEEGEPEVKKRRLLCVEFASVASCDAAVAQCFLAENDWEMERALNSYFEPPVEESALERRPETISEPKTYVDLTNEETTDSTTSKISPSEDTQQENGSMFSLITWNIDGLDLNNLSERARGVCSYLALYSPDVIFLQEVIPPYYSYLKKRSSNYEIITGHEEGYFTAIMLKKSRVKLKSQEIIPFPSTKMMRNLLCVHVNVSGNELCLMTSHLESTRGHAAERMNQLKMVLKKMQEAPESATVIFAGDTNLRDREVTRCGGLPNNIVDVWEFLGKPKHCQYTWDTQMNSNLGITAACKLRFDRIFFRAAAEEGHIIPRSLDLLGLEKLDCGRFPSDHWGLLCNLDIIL
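Assay system: recombinant human TDP2 / Reagent: T5PNP substrate at 5 mM, a TopII-DNA adduct mimic / Measured by: epi absorbance from released p-nitrophenol / Evaluation: % inhibition relative to enzyme-containing and enzyme-free wells / Control set: enzyme-free and DMSO wells / Replicates: each compound tested once, singlicate / Schedule: enzyme reaction with compound for 2 h at 37 °C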
SIAE primary: blocks human sialic acid acetylesterase. hit rate 0.69% among 370,000. inhibition, % at 9.66 µM. SIAE FP-Rh probe binding, fluorescence polarization. Q9HAT2;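 active = inhibition above a cutoff: mean of compounds within the control limits plus 3 SD of those, cut at about 17% in these data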;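 note: 0% = plate median of compound wells and 100% = probe without SIAE protein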
PG9 Ab binder: PG9 antibody binding by small molecule; TR-FRET gp120-PG9 antibody binding; inhibition, % at 6.7 µM; hit rate 0.43% among 360,000; in the data active = inhibition above about 8.5%
Active calls of the source: *; / = no result given. Compounds were not picked by outcome; about 4.2% have a hit in one of these screens.

Values run as follows: UHRF1 MBD2 ctr	PG9 Ab binder	TDP2 inh	TCR-CD3 inh	HTRA1 inh	SIAE primary	ABHD4 inh	DDE Tn7 FP inh	PRMT1 inh	LEDGF integ inh
CCCCn1c(N)c(N(CCOC)C(=O)CC2CCCCC2)c(=O)[nH]c1=O
 : -1	2.2	1	4	4	-2	-1	6	1	-5
CC1=C(C(=O)OC(C)C)C(c2cccnc2)C2=C(CC(C)(C)CC2=O)N1 (configuration not stated)
 : 4	-2.5	2	4	-3	2	-7	-4	-2	-3
O=[N+]([O-])c1cc([N+](=O)[O-])c(Oc2ccc(F)cc2F)cc1NN1CCCCC1
 : 2	-1.5	0	-4	-2	-1	-1	-3	0	-1
Cc1ccc2cc(C(c3nnnn3C3CCCC3)N3CCOCC3)c(=O)[nH]c2c1C (configuration not stated)
 : -1	-2.5	0	3	7	6	4	7	-4	-1
CC[C@]12c3[nH]c4ccccc4c3CCN1C(=O)C(CC(=O)NCc1ccco1)C[C@@H]2C(=O)N1CCN(C(=O)C2CC2)CC1 (some centres not stated)
 : 14	0.8	6	-5	3	2	2	5	3	2
CCCn1c(=S)[nH]c2sc3c(c2c1=O)CCCC3
 : -2	1.8	3	3	9	5	2	12	-3	0
CN(C)c1ccc(-c2ccnc3c2CC(C)(C(=O)Nc2cccc(Oc4ccccc4)c2)O3)cc1 (configuration not stated)
 : -2	-0.8	2	1	/	8	0	3	-2	0
CC(C)(C)c1ccc(OCCNC(=S)NC(=O)c2cccnc2)cc1
 : -2	0.9	1	-4	-3	0	2	1	2	-3
Cn1nc(C(=O)OCC(=O)Nc2ccc(F)cc2Cl)c2ccccc2c1=O
 : 2	-0.9	-5	2	1	-5	-5	-4	-7	5
CC1CN(C(=O)CCC(=O)N2CCN(c3cccc(C(F)(F)F)c3)CC2)c2ccccc2O1 (configuration not stated)
 : 2	-0.8	-19	3	-6	0	-7	-8	-2	-2
COc1ccc(CN2CCN(C(=O)CC(C)C)CC2)c(OC)c1OC
 : 0	2.0	2	-2	-3	3	12	6	0	-4
COC(=O)C1=C(C)N(Cc2ccc(C(F)(F)F)cc2)C(=NCc2ccccc2C(F)(F)F)NC1c1ccccc1C(F)(F)F (configuration not stated)
 : 1	-1.1	3	3	/	3	0	3	3	2
Cc1cccc(NC(=O)CSCC(=O)Nc2cc(C(F)(F)F)ccc2N2CCOCC2)c1
 : 0	-1.1	7	5	-24	-6	4	5	-2	0
COc1ccc(OC)c(NC(=O)C2(C)CCN2Cc2ccccc2OC(F)F)c1 (configuration not stated)
 : -1	0.5	-4	-4	/	4	-10	-1	1	-1
CCOC(=O)CN(C(=O)CN1CCOCC1)c1ccc(Br)cc1
 : 1	-1.2	13	8	-2	0	3	-8	2	0
CCOc1ccccc1-n1c(SC(C)C(=O)NCC2CCCO2)nc2ccccc2c1=O (configuration not stated)
 : 1	2.0	4	-5	-2	0	0	3	-2	0
C=CCc1cccc2cc(C(=O)Nc3ccc(NC(C)=O)cc3)c(=O)oc12
 : 29*	-0.7	-8	-6	2	-1	-2	-5	4	4
O=C(COC(=O)Cc1c(Cl)cccc1Cl)Nc1ccc2[nH]c(=O)[nH]c2c1
 : 4	0.4	-12	7	4	11	-1	4	2	-3
CCOC(=O)C/C(N)=N/NC(=O)c1ccc(Cl)cc1Cl
 : 0	-1.1	-9	9	33	-4	11	-2	0	0
COc1cccc(CN(C)CC(=O)Nc2c(C)cccc2C(C)C)c1
 : -2	0.5	0	0	-6	4	1	-2	-2	5
Cc1occc1C(=O)N/N=C/c1ccccn1
 : -1	-3.1	-4	3	-3	12	-2	1	-1	-3
CC(=O)c1cc(F)c(N2CCN(C(=O)Cc3ccccc3)CC2)cc1C
 : -1	0.0	4	-3	2	0	-2	-5	2	2
O=C(/C=C/c1ccco1)NCC1CCCO1 (configuration not stated)
 : -2	-1.8	7	-6	-5	-6	-1	0	8	2
CC(=O)c1ccc(-n2nncc2C(C)(C)C)cc1
 : 1	0.1	0	2	-7	3	5	1	-6	1
C/C(=N\Nc1nc2c(s1)CCCC2)c1ccc(Cl)cc1
 : -9	-1.1	-11	2	54*	11	32*	-3	7	-1
CCOC(=O)Nc1sc(C)nc1-c1ccccc1
 : 2	-0.6	1	1	-5	-1	1	0	-1	1
Cc1ccc(CN(c2ccc(C(=O)NCC3CCCO3)cc2)S(C)(=O)=O)cc1 (configuration not stated)
 : 4	-0.8	-14	4	9	-14	-7	-1	4	-5
CC(C)(C)c1ccc(OCC(O)CS(=O)(=O)c2ccccn2)cc1 (configuration not stated)
 : -1	0.6	1	9	-4	3	-5	7	1	1
CCOc1ccccc1NC(=O)COc1ccc2ccc(=O)oc2c1
 : 0	1.6	-2	2	-3	-4	-4	2	-2	2
Cc1ccc(C)c(OCCC(=O)NCCc2ccc(F)cc2)c1
 : 20	0.5	-21	-2	-4	2	-7	2	-2	-2
O=C(OCC(=O)N1CCCC1)c1cc2c(cc1[N+](=O)[O-])OCCO2
 : -1	0.4	9	1	6	9	-4	6	-3	0
Cc1nn(S(=O)(=O)N2CCCCC2)c(C)c1Br
 : 0	-1.1	-1	8	2	-1	-1	-2	-2	2
Cc1cc(C)n2nc(SCn3nnc4ccccc4c3=O)nc2n1
 : -1	-1.0	3	6	3	0	2	2	1	0
COc1ccccc1CN1CC(C(=O)NCCc2ccccc2Cl)CCC1=O (configuration not stated)
 : -3	0.9	11	-1	-1	2	-2	1	-6	-1
COc1ccc(CSc2nnc(NC(C)=O)s2)cc1[N+](=O)[O-]
 : 7	0.8	-1	-4	-3	-5	3	6	2	-7
COc1cc(OC)cc(-c2nc3ccccc3c(=O)n2OC(=O)c2ccc(Br)cc2)c1
 : 0	-2.7	-1	5	2	5	-1	-4	-1	2
O=C(c1ccc2oc(CCc3ccccc3)nc2c1)N1CC[C@H](O)C1
 : 5	1.6	-7	1	7	3	10	1	2	-4
O=C(OC1CCN(c2ncc(C(F)(F)F)cc2Cl)CC1)c1ccccc1
 : 2	-0.2	8	-11	4	-6	4	0	2	-3
CC12CCC(C(=O)N(CSC(=S)N/N=C\c3ccccc3O)C1=O)C2(C)C (configuration not stated)
 : -17	-1.7	-8	32*	26	3	20	-3	25*	1
COc1ccc(-n2nnnc2SC(C)C(=O)NC2CCCC2)cc1 (configuration not stated)
 : 5	-0.7	9	5	-2	-4	-4	-3	0	-1
Cc1ccccc1NC(=O)NCCCN1CCN(C2CCCCC2)CC1
 : 1	-0.7	-8	2	1	3	-4	-3	-2	0
Nc1nc2c(nc(Br)n2[C@@H]2O[C@@H]3COP(=O)(O)O[C@H]3[C@H]2O)c(=O)[nH]1
 : 1	-1.9	2	-2	5	-3	-6	-1	-5	0
N#CC1=C(N)N=C(SCc2cccc3ccccc23)C(C(N)=O)C12CCCCC2 (configuration not stated)
 : -1	-1.4	11	-5	-21	1	-2	-5	8	1
O=C(CSc1ccc(Cl)cc1)Nn1cnnc1
 : 1	0.2	5	-3	-15	0	4	-3	3	0
COc1ccccc1CNC(=O)c1cnc2sccn2c1=O
 : 1	-0.8	0	-14	-6	2	2	-1	5	-1
CS(=O)(=O)OC12CCCN(C1)/C(=C/c1ccc(Cl)cc1)C2 (configuration not stated)
 : -2	/	9	/	/	7	3	-2	0	-4
O=C(Nc1ccccc1Cl)c1cccc(NC(=O)c2cccs2)c1
 : 3	0.5	-10	-6	-32	-18	-14	-6	-2	1
COc1nnc(-c2ccc(C)c(S(=O)(=O)NC(C)C)c2)c2ccccc12
 : 4	-1.8	-23	-8	-6	0	-11	2	-2	5
COC(=O)c1c(NC(=O)c2ccnn2C)sc(C)c1C
 : -3	1.2	3	-1	2	-7	-4	-8	0	0
CCCCn1c(=O)n(CC(O)c2ccccc2)c(=O)c2c1ncn2C1CCCC1 (configuration not stated)
 : 2	-0.3	-3	5	0	5	-1	3	-3	-4
O=C(Cc1cn2ccsc2n1)Nc1ccccc1Oc1ccccc1
 : -2	1.5	8	4	-3	4	1	7	-2	-3
COc1ccc(C(=O)OCC(=O)NCC2CCCO2)cc1 (configuration not stated)
 : -1	-1.2	-15	0	-2	4	1	4	-5	6
CCCC[C@@H]1CNCCN1CCc1cc(C(F)(F)F)cc(C(F)(F)F)c1
 : -3	-1.9	-21	1	-6	-2	8	-7	-4	-2
Cc1ccc(N/N=C(\C#N)C(=N)N2CCCCCC2)cc1
 : 1	-2.3	-15	-7	7	1	-1	3	1	-8
CCOc1ccc(NC(=O)CCC(=O)N/N=C(\C)c2cccs2)cc1
 : -1	-2.2	0	-1	-1	1	0	4	-3	6
Cc1cccc(NS(=O)(=O)c2ccc(C(=O)NCCCN3CCOCC3)cc2)c1C
 : 0	-0.9	-7	2	4	-2	2	3	2	2
CCNC(=O)N(C)C[C@H]1N[C@@](C)(C(=O)OC)[C@H]2C(=O)N(Cc3ccccc3)C(=O)[C@@H]12
 : 17	0.2	2	-3	9	-1	8	1	2	-2
CCOC(=O)c1cc(OCC)c2c(ccc3cc(OC)ccc32)n1
 : 0	-0.2	0	4	-4	-10	-3	-3	6	-1
COc1ccc(CCc2nnc(CCC(=O)NCc3cc(C(C)C)no3)o2)cc1
 : -3	-1.6	0	8	5	3	-3	-3	-3	2
c1ccc(Cn2c(NCc3ccco3)nc3ccccc32)cc1
 : 1	0.0	0	-4	-6	5	-5	-7	2	3

2 entries picked at random from the list so far:
Values run as follows: UHRF1 MBD2 ctr	PG9 Ab binder	TDP2 inh	TCR-CD3 inh	HTRA1 inh	SIAE primary	ABHD4 inh	DDE Tn7 FP inh	PRMT1 inh	LEDGF integ inh
c1ccc(Cn2c(NCc3ccco3)nc3ccccc32)cc1
 : 1	0.0	0	-4	-6	5	-5	-7	2	3
Cc1cccc(NS(=O)(=O)c2ccc(C(=O)NCCCN3CCOCC3)cc2)c1C
 : 0	-0.9	-7	2	4	-2	2	3	2	2

Further records:
Values run as follows: UHRF1 MBD2 ctr	PG9 Ab binder	TDP2 inh	TCR-CD3 inh	HTRA1 inh	SIAE primary	ABHD4 inh	DDE Tn7 FP inh	PRMT1 inh	LEDGF integ inh
COC(=O)CCCCCCCCC(O)C[N+]1(C)CCOCC1 (configuration not stated)
 : 1	-2.2	-6	1	/	6	-4	3	-4	-1
COC(=O)c1cc(NC(=S)NC(=O)c2ccccc2)ccc1N1CCOCC1
 : 4	-2.2	2	-6	-2	15	-1	-1	-1	3
COc1cccc(/C=C/C(=O)OCC(=O)NCCNC(=O)COC(=O)/C=C/c2cccc(OC)c2)c1
 : 2	0.7	1	0	3	-4	5	-2	2	-6
Cc1nc2c(-c3ccc(Cl)cc3)cnn2c2c1CCC2
 : 2	-1.6	2	-6	0	-3	10	6	-1	-2

Compound activity deposited in PubChem by The Scripps Research Institute Molecular Screening Center.
